Compound activity: PubChem BioAssay, several laboratories
CendR NRP1 mod: modulators of CendR peptide binding to human neuropilin-1; FAM-RPARPAR peptide binding to NRP-1, fluorescence polarization; inhibition, % at 25 µM; 360,000 tested, 0.85% active; AID 602438;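 active = inhibition or corrected inhibition above about 18%, plus a signal ratio from 0.5 to 1.5, limit read from the data, passing the limit was not always enough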; note: strong numbers were not always called active
Neddyl block: inhibitors of human cullin neddylation; P61081+Q13564; TR-FRET cullin neddylation, biochemical; calls only at 25 µM; 360,000 tested, 0.58% active; AID 651699; in the data active = inhibition above about 36%
eLon inh: inhibits E. coli Lon protease | P0A9M0 | purified E. coli Lon protease, fluorescence polarization | inhibition, % at 7.94 µM | 360,000 tested, 0.42% active | AID 602123; in the data active = inhibition above about 13%, passing the limit was not always enough;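 note: 0% = enzyme with probe and DMSO and 100% = no enzyme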
SKN-1 block: blocks SKN-1 activity in C. elegans; AID 624304; C. elegans VP596 Pgst-4::GFP/RFP ratio, acrylamide-induced, 24 h; 360,000 tested, 0.49% active; inhibition, % at 21.8 µM;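 active = interference check ratio from 0.5 to 1.5 plus GFP to RFP signal ratio inhibition reaching or exceeding a fixed threshold, cut at about 30% in these data, passing the limit was not always enough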; note: some compounds called inactive have numbers as strong as hits
MT1-MMP act inh: blocks activation of human MT1-MMP; 360,000 tested, 0.061% active; P50281; HT1080 RFP-PRO-GFP cells, GFP/RFP ratio fluorescence, overnight; percent of plate control window, DMSO zero; AID 651647; GFP/RFP ratio change, % at 20 µM;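 active = GFP/RFP ratio change of at least 30% with cell ATP level not reduced by more than half and red fluorescence within 50% of control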; note: strong numbers were not always called active
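Read-out: GFP/RFP fluorescence ratio; Test system: RFP-PRO-GFP reporter HT1080 cells; Compound dosing: single-point 20 µM compound, 1% DMSO; Times: overnight compound exposure at 37 °C.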
MsrA act: activators of bovine methionine sulfoxide reductase A. purified bovine MsrA, absorbance read-out. activation, % at 10.6 µM. 360,000 tested, 0.3% active. AID 602163; in the data active = activation above about 7.5%;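 note: 0% = vehicle and 100% = reference activator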
Rin1-Abl PPI inh: inhibitors of human Rin1-Abl protein interaction | inhibition, % at 7.35 µM | 360,000 tested, 0.4% active | P00519+Q13671 | AID 588664 | TR-FRET Rin1/Abl binding, biochemical; in the data active = inhibition above about 5%, passing the limit was not always enough
FAS-TE inh: FAS thioesterase (human) inhibition; P49327; recombinant FAS-TE, OMFH fluorogenic substrate, fluorescence endpoint; inhibition, % at 15 µM; 360,000 tested, 0.67% active;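 active = compounds whose normalised, plate-corrected inhibition of enzyme fluorescence in the single-dose primary screen is 50% or more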;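 note: 0% = DMSO with enzyme and 100% = substrate without enzyme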
MLLE-PAM2 inh: blocks PAM2 peptide binding to the PABP1 MLLE domain; 360,000 tested, 0.36% active; GST-MLLE / FITC-PAM2 fluorescence polarization; AID 588489; inhibition, % at 20 µM; P11940; in the data active = inhibition above about 35%, passing the limit was not always enough;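 note: plate controls were DMSO wells with GST-MLLE for no effect and wells lacking GST-MLLE protein for full effect; some results filed as inactive read as strong as hits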
Target sequence (P11940 whole entry, looked up, the tested form may be a part): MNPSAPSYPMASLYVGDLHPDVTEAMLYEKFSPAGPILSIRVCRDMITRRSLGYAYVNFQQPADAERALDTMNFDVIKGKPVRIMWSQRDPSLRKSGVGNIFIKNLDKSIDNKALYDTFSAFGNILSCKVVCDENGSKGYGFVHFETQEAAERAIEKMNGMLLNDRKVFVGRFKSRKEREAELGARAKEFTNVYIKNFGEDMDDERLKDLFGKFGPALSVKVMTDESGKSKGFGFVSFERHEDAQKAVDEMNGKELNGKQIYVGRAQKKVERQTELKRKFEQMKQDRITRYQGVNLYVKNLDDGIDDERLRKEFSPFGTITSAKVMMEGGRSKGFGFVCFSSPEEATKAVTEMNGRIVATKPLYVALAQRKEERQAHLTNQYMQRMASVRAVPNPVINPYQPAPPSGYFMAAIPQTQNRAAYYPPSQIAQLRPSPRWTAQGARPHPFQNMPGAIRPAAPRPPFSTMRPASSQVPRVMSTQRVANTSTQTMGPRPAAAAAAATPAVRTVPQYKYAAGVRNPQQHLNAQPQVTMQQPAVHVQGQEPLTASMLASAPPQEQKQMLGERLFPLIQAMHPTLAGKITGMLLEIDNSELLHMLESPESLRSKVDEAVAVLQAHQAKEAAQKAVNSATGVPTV
Numbers without * were called inactive; i = inactive; · = no result given.

SMILES	CendR NRP1 mod	Neddyl block	eLon inh	SKN-1 block	MT1-MMP act inh	MsrA act	Rin1-Abl PPI inh	FAS-TE inh	MLLE-PAM2 inh
CSc1ccc(/C=C/C(=O)OCC(=O)N2CCCCCC2)cc1	15	·	-6	9	1	-3	0	0	-14
CCCCCn1c(=O)c(C(=O)OCC)c(O)c2ccccc21	-8	i	-12	-23	-4	-3	4	-7	-6
Cc1ccc(S(=O)(=O)Nc2ccc(N3CCOCC3)cc2)cc1	0	i	4	6	3	-4	2	-7	-2
CN(CCO)S(=O)(=O)c1ccc2c(c1)C(=NN)c1cc(S(=O)(=O)N(C)CCO)ccc1-2	-9	i	7	3	0	-4	-4	-7	-13
Cc1[nH]c2ccccc2c1C(=O)CSC(=S)N(C)C1CCCCC1	8	i	-6	9	1	-2	-3	-7	-4
CCc1cccc(NC(=O)CCCn2c(=O)[nH]c3ccsc3c2=O)c1	9	i	-1	0	1	-6	-2	-1	-1
CCCn1c(N2CCN(C(=O)/C=C/C(=O)O)CC2)nc2ccccc21	4	i	-5	1	-6	-2	-4	-3	-9
COC(=O)c1sccc1NC(=O)CC1C(=O)NCCN1C(=O)Nc1cc(Cl)ccc1OC (configuration not stated)	3	i	-5	17	0	1	2	10	3
Cc1ccc([C@H]2C[C@H](O)[C@@H](n3cc(C4CC4)nn3)CN2Cc2cccs2)cc1	-13	i	5	7	0	-6	-1	25	3
O=C(Nc1ccc(N2CCOCC2)cc1)c1cccc(S(=O)(=O)N2CCCC2)c1	-7	i	3	-1	2	0	0	-8	1
c1ccc2c(c1)CCN(C1CCCCC1)C2	-11	i	0	9	-2	-7	-1	-2	-1
CCC(C)(C)C1CCC(=NNc2nc3ccccc3[nH]2)CC1 (configuration not stated)	-4	i	2	0	3	-7	3	-86	-7
O=C(CCN1C(=O)C2CC=CCC2C1=O)OCC(=O)c1ccc(F)cc1 (configuration not stated)	-6	i	-3	-3	-1	-3	4	-4	3
CC(=O)N1c2ccc(S(=O)(=O)NCCC(=O)N(C)C3CCCCC3)cc2CC1C (configuration not stated)	2	i	-2	15	3	0	0	-3	1
Cc1ccc(-c2csc3ncnc(-n4nc(C)cc4N)c23)cc1	-11	i	-2	3	1	0	-1	-5	0
O=C1CCCC2=C1C1(CCCC1)N=C(Nc1nc3ccccc3o1)N2	-32	i	-5	4	2	-3	0	-5	8
CC1Cn2c(nnc2-c2ccc(F)cc2)S1 (configuration not stated)	2	i	0	-9	-3	-6	1	-8	7
Oc1ccc(C(=S)N2CCN(Cc3ccccc3)CC2)cc1	1	i	6	-9	0	-7	-1	-6	33
O=C(COC(=O)c1ccccc1Oc1ccccc1)NCc1ccco1	-22	i	-7	-12	0	-9	0	-6	5
CCC(=O)N1CCC1(C)C(=O)Nc1ccc(C)c(C)c1 (configuration not stated)	0	i	-13	-8	1	-1	-2	-6	3
COCCn1c(SCC(=O)Nc2ccc3c(c2)OCCO3)nc2c(c1=O)SC(C)C2 (configuration not stated)	-9	i	-2	0	1	-11	0	-3	-12
N#Cc1c(SCC(=O)N2CCCCC2)nsc1SCC(=O)N1CCCCC1	6	i	-8	-6	-2	-10	0	0	3
COc1ccccc1S(=O)(=O)Nc1cc(C)nn1-c1ccc(C)cc1	-9	i	-2	17	1	-3	-1	-2	-3
O=C(NCC(c1ccco1)N1CCOCC1)c1ccc(Cl)cc1 (configuration not stated)	-5	i	6	14	2	-2	1	-6	-7
O=C(NNC(=O)C1CC1)c1cc2cc3ccccc3nc2s1	3	i	0	4	-4	-4	-4	-3	-5

Reformatted with two lines to a compound: part of the list above.
Screens in order – CendR NRP1 mod | Neddyl block | eLon inh | SKN-1 block | MT1-MMP act inh | MsrA act | Rin1-Abl PPI inh | FAS-TE inh | MLLE-PAM2 inh
Cc1[nH]c2ccccc2c1C(=O)CSC(=S)N(C)C1CCCCC1
  8 | i | -6 | 9 | 1 | -2 | -3 | -7 | -4
CCc1cccc(NC(=O)CCCn2c(=O)[nH]c3ccsc3c2=O)c1
  9 | i | -1 | 0 | 1 | -6 | -2 | -1 | -1

17 entries from above, set out differently:
The line under a structure holds: CendR NRP1 mod	Neddyl block	eLon inh	SKN-1 block	MT1-MMP act inh	MsrA act	Rin1-Abl PPI inh	FAS-TE inh	MLLE-PAM2 inh
CSc1ccc(/C=C/C(=O)OCC(=O)N2CCCCCC2)cc1
→ 15	·	-6	9	1	-3	0	0	-14
CCCCCn1c(=O)c(C(=O)OCC)c(O)c2ccccc21
→ -8	i	-12	-23	-4	-3	4	-7	-6
Cc1ccc(S(=O)(=O)Nc2ccc(N3CCOCC3)cc2)cc1
→ 0	i	4	6	3	-4	2	-7	-2
CN(CCO)S(=O)(=O)c1ccc2c(c1)C(=NN)c1cc(S(=O)(=O)N(C)CCO)ccc1-2
→ -9	i	7	3	0	-4	-4	-7	-13
Cc1[nH]c2ccccc2c1C(=O)CSC(=S)N(C)C1CCCCC1
→ 8	i	-6	9	1	-2	-3	-7	-4
CCc1cccc(NC(=O)CCCn2c(=O)[nH]c3ccsc3c2=O)c1
→ 9	i	-1	0	1	-6	-2	-1	-1
CCCn1c(N2CCN(C(=O)/C=C/C(=O)O)CC2)nc2ccccc21
→ 4	i	-5	1	-6	-2	-4	-3	-9
COC(=O)c1sccc1NC(=O)CC1C(=O)NCCN1C(=O)Nc1cc(Cl)ccc1OC (configuration not stated)
→ 3	i	-5	17	0	1	2	10	3
Cc1ccc([C@H]2C[C@H](O)[C@@H](n3cc(C4CC4)nn3)CN2Cc2cccs2)cc1
→ -13	i	5	7	0	-6	-1	25	3
O=C(Nc1ccc(N2CCOCC2)cc1)c1cccc(S(=O)(=O)N2CCCC2)c1
→ -7	i	3	-1	2	0	0	-8	1
c1ccc2c(c1)CCN(C1CCCCC1)C2
→ -11	i	0	9	-2	-7	-1	-2	-1
CCC(C)(C)C1CCC(=NNc2nc3ccccc3[nH]2)CC1 (configuration not stated)
→ -4	i	2	0	3	-7	3	-86	-7
O=C(CCN1C(=O)C2CC=CCC2C1=O)OCC(=O)c1ccc(F)cc1 (configuration not stated)
→ -6	i	-3	-3	-1	-3	4	-4	3
CC(=O)N1c2ccc(S(=O)(=O)NCCC(=O)N(C)C3CCCCC3)cc2CC1C (configuration not stated)
→ 2	i	-2	15	3	0	0	-3	1
Cc1ccc(-c2csc3ncnc(-n4nc(C)cc4N)c23)cc1
→ -11	i	-2	3	1	0	-1	-5	0
O=C1CCCC2=C1C1(CCCC1)N=C(Nc1nc3ccccc3o1)N2
→ -32	i	-5	4	2	-3	0	-5	8
CC1Cn2c(nnc2-c2ccc(F)cc2)S1 (configuration not stated)
→ 2	i	0	-9	-3	-6	1	-8	7

The list goes on.
SMILES	CendR NRP1 mod	Neddyl block	eLon inh	SKN-1 block	MT1-MMP act inh	MsrA act	Rin1-Abl PPI inh	FAS-TE inh	MLLE-PAM2 inh
COCc1cc(C)nc(N/N=C/c2ccc(-c3ccc(Cl)cc3[N+](=O)[O-])o2)c1C#N	-17	i	9	5	1	-4	-1	-5	-13
Cc1ccc(NC(=O)c2ccc(COc3ccc4c(c3)CCC4)cc2)c(C)c1	-7	i	5	2	-7	-2	-1	-9	5
CC(C)C[C@@H](CN1CCC[C@H]1CN1C(=O)C(=O)NC[C@@H]1Cc1ccccc1)N1C[C@H](Cc2ccc(O)cc2)N(CC2CCCCCC2)C(=O)C1=O	-14	i	11*	14	-10	-11	·	37	·
COc1ccc2[nH]c(C(=O)NCCN3CCOCC3)cc2c1	10	·	-6	1	-2	-3	-4	-3	-7
CC(C)c1ccccc1NC(=O)COC(=O)c1cc(=O)[nH]c(=O)[nH]1	0	i	8	-1	1	-4	0	-10	3
Cn1c(C(=O)N[C@@H](C(=O)O)c2ccccc2)cc2cc(Cl)ccc21	-55	i	-21	17	-14	-2	-3	-4	-17
O=C(O)CN1C(=O)c2cccc(Oc3ccc(Cl)cc3)c2C1=O	6	i	-5	0	0	-7	3	-8	5
CC(=O)N1N=C(c2ccccc2)CC1c1cn(Cc2ccccc2)c2ccccc12 (configuration not stated)	2	i	-1	-2	-16	-5	1	23	2
Cc1cccc(NC(=O)/C(=C\c2ccc([N+](=O)[O-])o2)NC(=O)c2ccc(Cl)cc2)c1	-24	i	-14	1	2	-7	-3	-16	-31
O=C(O)c1ccc(/C=C2\CCCc3c2nc2ccccc2c3C(=O)O)cc1	-11	i	5	-1	2	-4	-1	-5	-15
CSc1ccccc1C(=O)NCc1ccc(F)cc1	-8	i	6	-15	2	-10	2	-8	2
O=C(NCCc1ccccc1)C(c1ccccc1F)N(C(=O)c1csnn1)C1CC1 (configuration not stated)	9	i	8	10	1	-3	1	-1	15
N#Cc1nc(-c2ccco2)oc1NCc1ccc(F)cc1	23*	·	-1	-4	4	0	3	0	-1
CN(CC(=O)N1CCN(c2ncccn2)CC1)S(=O)(=O)c1ccc(Cl)cc1	20	i	-2	-3	0	-1	-2	-1	6
CCOP(=O)(OCC)C(NC(=O)Nc1ccc(Cl)c(Cl)c1)c1ccccc1 (configuration not stated)	5	i	-2	7	-2	-1	-1	36	3
CCOc1ccc(CCNC(=O)C2CCCN(c3nn4c(=O)cc(C)nc4s3)C2)cc1OCC (configuration not stated)	-6	i	-10	-8	2	0	1	-3	-1
CCN(CC(=O)NC(C)(C)C)C(=O)CCl	2	i	-2	4	5	-4	-3	-13	0
CN(C)C(CNC(=O)c1ccc2nc[nH]c2c1)c1ccccc1 (configuration not stated)	10	i	8	6	-1	-3	0	-7	-2
COc1ccccc1NC(=O)CSc1n[nH]c(-c2cccnc2)n1	8	i	2	-1	-1	-1	2	-7	-17
CC(C)[C@H](N)C(=O)NC[C@H](CC(=O)NC[C@H]1CC[C@H](C(=O)O)CC1)c1ccc(Cl)cc1	-3	i	-5	4	-1	-3	-1	-4	-10
CCOC(=O)CC1(NC(=O)C2CCC(=O)N(Cc3ccccc3F)C2)CCCCC1 (configuration not stated)	1	i	1	34	3	-14	4	-6	13
CC(SCc1ccccc1)C(=O)Nc1ccccc1 (configuration not stated)	11	i	1	-4	1	-2	-2	0	0
CCS(=O)(=O)c1ccc(O)c(NC(=O)Nc2ccccc2OC)c1	-16	i	3	2	3	-5	1	-4	2
Cn1c(SCc2ccccc2)nnc1C1CCCNC1 (configuration not stated)	-3	i	0	1	4	-2	-7	-2	14
CCn1nnc(NC(=O)c2ccc([N+](=O)[O-])o2)n1	8	i	3	-1	6	0	1	-2	0
CC(C)(C)NC(=O)CCSc1nnc(-c2ccco2)o1	-3	i	0	5	-1	-3	0	-3	5
CCSc1nnc2ccc(-c3ccc(C)cc3)nn12	4	i	2	8	0	-1	-2	4	-15
Cc1ccc(CNC(=O)C2CCN(c3nnc(N4CCCC4=O)s3)CC2)cc1	6	i	-8	6	5	-5	5	-4	-6
Cc1ccc(NC(=O)C(=O)NCc2ccncc2)cc1	1	i	-2	1	3	0	2	1	-2
